# High-throughput results: PubChem, NCI
# NCI-60 one-dose screen, 48 h, at 10 µM unless noted. Numbers give growth in % (100 = growth as untreated, 0 = no growth, -100 = all killed).
# 786-0 – 786-0 renal cancer cells | AID 1794775 | 5.1% of 81,000 active
# RXF 393 – RXF 393 renal cancer cells | 6.9% of 77,000 active | AID 1794773
# TK-10 – TK-10 renal cancer cells; 3.9% of 81,000 active
# UO-31 – UO-31 renal cancer. 5.2% of 81,000 active
# SN12C – SN12C renal cancer cells; AID 1794767; 3.8% of 81,000 active
# SK-OV-3 – SK-OV-3 ovarian cancer cells | 3.2% of 80,000 active | AID 1794785
# IGROV1 – IGROV1 ovarian cancer. AID 1794786. 4.7% of 79,000 active
# ACHN – ACHN renal cancer; 4.9% of 81,000 active; AID 1794771
# * hit, by the source's call; x = not tested or not shown; & = joins results of further samples. Rule for the calls: active = growth percent below 10; inactive = the rest.
# Preview (3 entries):
SMILES,786-0,RXF 393,TK-10,UO-31,SN12C,SK-OV-3,IGROV1,ACHN
CCOC(=O)C(Cl)C(Cl)C(=O)OCC (centres undefined),109,121,97,88,95,112,101,102
Clc1ccc(-c2nnc(Cn3cc(-c4ccccc4)nn3)o2)cc1,99,105,106,70,99,95,91,97
CC(O)C(=O)N(C)c1ccccc1 (centres undefined),117,71,108,112,123,106,115,114

# Results, from the first entry:
SMILES,786-0,RXF 393,TK-10,UO-31,SN12C,SK-OV-3,IGROV1,ACHN
CCOC(=O)C(Cl)C(Cl)C(=O)OCC (centres undefined),109,121,97,88,95,112,101,102
Clc1ccc(-c2nnc(Cn3cc(-c4ccccc4)nn3)o2)cc1,99,105,106,70,99,95,91,97
CC(O)C(=O)N(C)c1ccccc1 (centres undefined),117,71,108,112,123,106,115,114
CCSc1ccnc(N)n1,98,125,101,98,106,110,97,97
c1ccc(C[C@H]2CNCc3ccccc32)cc1,93,109,99,80,101,101,90,94
CCN(CC)CCNc1ncnc2[nH]ncc12,104,112,98,78,97,114,121,103
NC1=NCCN1,101,124,104,104,101,107,43,101
CC1CCc2c(sc3nc(Nc4ccccc4)n(N)c(=O)c23)C1 (centres undefined),89,107,105,90,91,100,110,96
Cc1cc(C(N)=O)cc(C)c1C(=O)O,104,109,84,90,90,91,104,102
CC(C)=NNC(N)=S,104,93,113,79,74,115,x,88

# One compound at a time, as listed above:
# CC1CCc2c(sc3nc(Nc4ccccc4)n(N)c(=O)c23)C1 (centres undefined) reads 786-0 = 89; RXF 393 = 107; TK-10 = 105; UO-31 = 90; SN12C = 91; SK-OV-3 = 100; IGROV1 = 110; ACHN = 96
# Cc1cc(C(N)=O)cc(C)c1C(=O)O reads 786-0 = 104; RXF 393 = 109; TK-10 = 84; UO-31 = 90; SN12C = 90; SK-OV-3 = 91; IGROV1 = 104; ACHN = 102

# More records
SMILES,786-0,RXF 393,TK-10,UO-31,SN12C,SK-OV-3,IGROV1,ACHN
NC(N)=N/N=C/c1cc([N+](=O)[O-])ccc1O,104,105,106,72,100,104,81,102
Cc1cccc2c1O/C(=C\c1ccc([N+](=O)[O-])o1)C2=O,-40*,-81*,-88*,-63*,-17*,45,-35*,-82*
CCC(=O)Oc1cc(C(C)C)ccc1C,110,103,101,88,95,95,109,107
Cc1nc2scc(-c3ccccc3)n2c(=O)c1CCO,106,106,100,73,99,105,98,99
Cc1nn(-c2cccc([N+](=O)[O-])c2)c(C)c1N=Nc1ccc(Br)cc1,89,118,101,85,92,83,96,98
NC(=S)c1ccc(Br)cc1,107,x,110,92,98,97,106,96
O=C(O)CCNC(=O)c1nc(-c2ccccc2)n(-c2ccc(Cl)cc2)n1,89,107,101,95,101,92,101,96
CC1C(=O)N(c2ccccc2)C1c1ccccc1 (centres undefined),94,109,87,80,101,102,93,103
Nc1c(N=Nc2ccc(-c3ccc(N=Nc4cc(S(=O)(=O)O)c5ccccc5c4N)cc3)cc2)cc(S(=O)(=O)O)c2ccccc12,109,106,96,59,114,110,98,92
O=C(O)c1cc(N=Nc2ccc(/C=C/c3ccc(N=Nc4ccc(O)c(C(=O)O)c4)cc3S(=O)(=O)O)c(S(=O)(=O)O)c2)ccc1O,98,112,x,95,96,123,108,108
Cn1cc(-c2cc(N)n3nc(-c4c[nH]c5ccc(Br)cc45)cc3n2)c2cc(Br)cnc21,-75*,-71*,-82*,-71*,x,-56*,-22*,-93*
O=C(Nc1ccccc1C(=O)N/N=C/c1cc2ccccc2cn1)c1ccc(F)cc1,74,90,105,69,76,69,57,72
C=C(C)[C@@H]1CC[C@]2(C(=O)O)CC[C@]3(C)[C@H](CC[C@@H]4[C@@]5(C)C[C@@H](CC#Cc6ccc(C(F)(F)F)cc6)[C@H](O)C(C)(C)[C@@H]5CC[C@]43C)[C@@H]12,19,-34*,38,41,18,36,19,31
CC(CC(C#N)NCCNC(C#N)CC(C)CC(C)(C)C)CC(C)(C)C (centres undefined),105,116,70,x,101,110,x,99
Cc1ccc(NCCN(C)C)c2c(=O)c3ccccc3sc12,24,2.4*,55,-30*,25,x,-31*,3.0*
O=C(Nc1ccc(Cl)cc1)c1cc2cc(F)ccc2cc1O,16,14,18,13,7.9*,-19*,43,3.9*
CC(=O)N1CCN(C(=O)Cn2c(-c3ccc(C)cc3)csc2=N)CC1,99,95,121,83,87,103,103,93
CC(C)=C1C(=O)N(c2ccccc2)N(c2ccccc2)C1=O,106,x,127,98,98,109,123,108
CCCCCN(CCCCC)CCC[C@@H](C)[C@H]1CC[C@H]2[C@@H]3[C@H](OCCCN)C[C@@H]4C[C@H](OCCCN)CC[C@]4(C)[C@H]3C[C@H](OCCCN)[C@]12C,61,87,x,65,54,93,30,55
NC(=S)NN=C1CCC(C2CCCCC2)CC1 (centres undefined),92&97,93&92,104&113,46&69,83&82,101&100,89&98,99&100
O=C1Nc2ccc(Cl)cc2/C1=N/N=C/c1c[nH]c2ccccc12,96,63,76,41,80,x,43,50
COc1ccccc1NC(=O)c1cccc(-c2cc(=O)c3c(O)c(OC)c(OC)cc3o2)c1,90,78,86,70,94,113,106,91
O=C(Nc1nccs1)c1ccc(Cl)cc1,92,110,118,90,110,101,117,107
CCOc1cccc(C2CC(=O)Nc3cc4c(cc32)OCO4)c1 (centres undefined),93,79,86,69,104,87,83,90
C[C@@H](C[C@H](CCOC(=O)N1CCOCC1)c1ccccc1)c1csc2ccccc12,92,84,91,69,98,96,84,99
CN(C)CC1CCCCCC(CN(C)C)C1=O (centres undefined),90,-6.0*,-22*,11,95,107,34,-50*
COc1cccc(-c2nc3sccn3c2-c2ccnc(NCCNC(=O)Nc3cccc(C(F)(F)F)c3)n2)c1,66,6.3*,x,40,69,79,51,46
Fc1ccc(Nc2nc(Nc3ccc(-c4nc5ccccc5[nH]4)cc3)nc(N3CCCC3)n2)cc1,85,78,151,68,81,75,83,73
O=C1c2ccccc2C(=O)N1Cc1ccc(Cl)cc1[N+](=O)[O-],110,111,112,80,101,97,113,98
O=C1/C(=C\c2cccc(OCCOc3ccc(Cl)cc3)c2)N=C2SCCCN12,82,101,103,64,83,110,105,57

# Exported tab-delimited: 2 of the compounds above.
Molecule	786-0	RXF 393	TK-10	UO-31	SN12C	SK-OV-3	IGROV1	ACHN
O=C1c2ccccc2C(=O)N1Cc1ccc(Cl)cc1[N+](=O)[O-]	110	111	112	80	101	97	113	98
Fc1ccc(Nc2nc(Nc3ccc(-c4nc5ccccc5[nH]4)cc3)nc(N3CCCC3)n2)cc1	85	78	151	68	81	75	83	73

# Remaining list, next part.
SMILES,786-0,RXF 393,TK-10,UO-31,SN12C,SK-OV-3,IGROV1,ACHN
Clc1cccc(-c2cnn3cc(-c4ccccc4)cnc23)c1,86,102,97,72,78,88,77,76
COc1ccc(NC2=NC(C)(CO)CS2)cc1 (centres undefined),105,130,110,78,91,104,88,97
CN(C)C=Nc1ccc([N+](=O)[O-])c2ccccc12,105,96,98,83,100,94,109,97
Nc1nc(N)c2nc(-c3ccccc3)c(N)nc2n1,47&92,84&87,122&99,85&86,89&89,124&109,85&89,79&86
Sc1ccc2ccccc2c1CNC1CCCCC1,76,95,137,74,110,103,69,95
O=C(Nc1cc(Cl)ccc1O)c1ccccc1Nc1ccnc(C(F)(F)F)c1,58,26,75,1.1*,3.5*,50,1.8*,8.0*
N#C/C(=C\c1ccc([N+](=O)[O-])cc1)c1cc2ccccc2[nH]1,106,108,108,76,75,88,86,83
CS(=O)(=O)c1nccc(-c2c(-c3cccc(OCCc4ccccc4)c3)nc3sccn23)n1,108,118,x,72,96,97,89,101
c1ccc(C(=C(c2ccc(OCCN3CCCC3)cc2)c2ccc(OCCN3CCCC3)cc2)C2CCCC2)cc1,107,94,96,90,108,98,100,97
O=C1/C(=C/c2ccc(F)cc2)Sc2c(Br)cccc21,100,86,111,42,63,84,x,77
COc1ccccc1NC(=O)C(Cl)Cl,104,97,102,67,103,103,112,97
CCCCCCCCOC(=O)c1cc(Cl)cc(-c2ccccc2)c1O,97,99,91,81,96,105,86,109
C#CC[C@@H]1C[C@]2(C)[C@H]3CC[C@@H]4[C@H]5[C@H](C(=C)C)CC[C@]5(C(=O)O)CC[C@@]4(C)[C@]3(C)CC[C@H]2C(C)(C)[C@H]1O,-1.5*,6.6*,86,24,39,74,60,6.8*
N#Cc1c(N2CCOCC2)nc(=S)[nH]c1-c1ccco1,66,71,47,66,78,55,21,64
Cc1cc(O)cc(C)c1N=O,115,129,124,85,100,111,105,101
NC(=O)C1CCN(C(=O)C(=O)c2c(-c3ccccc3)cc3ccccn23)CC1,100,105,95,95,99,95,107,101
CCOc1cccc(N(CCN(C)C)C(=O)C(c2ccccc2)c2ccccc2)c1,80,74,72,61,87,95,80,97
COC1CC(N)C(O)C(C)O1 (centres undefined),101,x,92,94,104,98,94,104
C[C@H](NC(=O)c1ccc2c(-c3ccc(C(F)(F)F)cc3)cccc2c1)c1ccccn1,44,13,43,14,42,64,56,41
Fc1cccc(-c2cnn3cc(-c4ccccc4)cnc23)c1F,32,74,50,49,52,87,55,35
Cc1nc(C)c(C(N)=O)s1,105,111,97,91,102,117,98,101
CN(C)CCC(CCN(C)C)c1ccccn1,99,108,96,88,104,100,113,103
C[C@@]1(F)[C@H](O)[C@@H](CO)O[C@H]1n1ncc(=O)[nH]c1=O,90,108,97,90,107,96,103,111
CCCCC(CC)CNC(=O)/C=C/c1ccc(OC)cc1 (centres undefined),99,106,95,93,88,99,93,107
NC(N)=N/N=C(/N=Nc1ccccc1)c1cccc2cccnc12,115,118,123,74,95,109,70,87
COc1ccc2[nH]c(C(=O)N3CCN(C(=O)OCc4ccc5cccc(O)c5n4)CC3)cc2c1,100,67,100,36,73,96,75,45
CC(=O)c1nc2ccccc2n1CCN1C(=O)NC2NC(=O)NC2C1=O (centres undefined),111,120,120,70,87,112,111,102
O=C(/C=C/c1nnc2n(Cc3ccccc3)c(=O)c3c4c(sc3n12)CCCC4)c1ccccc1,84,98,136,80,97,108,x,125
O=C(CN1C=NC2C(N3CCOCC3)=NC=NC21)c1ccc(Cl)cc1 (centres undefined),103,110,115,88,97,x,106,101
CCOC(=O)N1CCc2c(sc3c2C(=O)N(Cc2ccccc2)S(=O)(=O)N3)C1,109,92,100,95,100,111,98,111
O=C(O)C(CCC(C(=O)O)c1ccccc1)c1ccccc1 (centres undefined),109,109,116,93,101,113,124,107
CC(=O)Oc1ccc(Br)cc1C(=O)O,97,99,102,82,102,98,98,99
Cc1nn(-c2ccccc2)c2nc3c(nc12)C(=O)C(=O)c1ccccc1-3,97,117,128,50,87,99,61,90
Cc1c(Cl)cccc1N1C(=O)C=CC1=O,111,86,96,93,88,97,104,86
Cc1nc2sc(C(=O)Nc3cccc4cnccc34)c(N)c2cc1C(C)O (centres undefined),98,106,113,87,99,102,100,106
COc1ccc(C(=O)/C=C/c2ccc(Oc3nc(Nc4ccc(F)cc4)nc(N(C)C)n3)c(OC)c2)cc1,57,51,96,43,32,94,63,37
Oc1ccc(Cc2ccc(O)c(C3CC(c4ccc(Cl)cc4)=NN3)c2)cc1C1CC(c2ccc(Cl)cc2)=NN1 (centres undefined),18,67,21,-22*,25,50,19,17
COc1ccc(Cn2nc(-c3ccc(OC)c(OC)c3)c3c2CCc2cnoc2-3)cc1OC,90,x,86,57,84,112,110,80
CN1C(=O)N(C)C2C1NN=c1s/c(=C\c3ccccc3)c(=O)n12 (centres undefined),31,55,10,45,50,48,46,29
CC(C(=O)NCCc1c[nH]c2ccccc12)N1C(=O)/C(=C/c2cccs2)SC1=S (centres undefined),103,117,95,50,92,94,88,93
COc1ccccc1NC(=O)/C(=C\n1c(=S)[nH]c2ccc([N+](=O)[O-])cc21)C(C)=O,98,110,129,96,109,87,102,94
CCNC(=O)Oc1ccc(/C(=C(/C)c2ccc(OC)cc2)c2ccc(OCCN3CCCC3)cc2)cc1,77,74,112,61,87,102,90,98
CCNc1nc(NC(C)C)nc(-c2ccncc2)n1,113,105,103,105,103,110,120,94
NCCCCn1c(SCCc2c[nH]c3ccccc23)nnc1-c1ccc2ccccc2n1,-92*,-38*,-7.1*,26,-15*,22,3.9*,-55*
Oc1ccc2oc3ccccc3c2c1,112,109,90,61,105,100,93,96
Cc1cccc(Cl)c1N,113,126,111,103,112,113,153,108
O=c1cc(OCCSC(=S)N2CCCCC2)c2ccccc2o1,94,114,94,66,82,92,81,90
COc1ccc(Cn2cc(CNC(=O)c3cccnc3Nc3ccc(OC)cc3)nn2)cc1,86,99,118,69,97,112,101,107
CSc1ccc(OC(C)=O)cc1C,98,98,91,77,104,95,103,98
CC1=CC(C)C(=O)N(C)C(C)=C1 (centres undefined),112,100,106,92,107,105,120,103
Cc1c(Cl)c(C)c(Cc2c(C)c(Cl)c(C)c(Cl)c2O)c(O)c1Cl,49,4.0*,25,7.7*,8.8*,-6.2*,39,3.3*
COc1ccc(C2=NN(c3ccc(S(N)(=O)=O)cc3)C(c3ccc(Cl)cc3)C2)c(O)c1 (centres undefined),67,45,54,60,73,85,50,65
CCn1cc(-c2ccnc(NCCCNS(=O)(=O)c3ccccc3)c2)c(-c2cccc(O)c2)n1,96,95,124,92,88,102,100,100
